Screens: PubChem BioAssay, several laboratories
Autophagy mod: alters autophagy in cells; calls only at 10 µM (by protocol); MEF GFP-LC3 puncta imaging; test concentration mostly 10 µM; AID 463193; 190,000 compounds, 0.98% hits;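 active = percentage of spot-positive cells more than 3 SD above its plate mean, without a fluorescence outlier flag or 80% toxicity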;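 also: spot-positive cell cutoff set from DMSO-treated cells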
Yfh1-depleted yeast: mitochondrial function rescue without frataxin homolog – Friedreich's ataxia, plus single-dose screen, dose response (AID 1465); S. cerevisiae Yfh1-off respiration, WST-1 reduction, 72 h; higher fold induction means a stronger effect; one-dose fold induction at 50 µM; EC50 in µM for titrated hits; 220,000 compounds, 0.074% hits;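 active = fold induction of absorbance versus untreated yeast above a set limit, then at least 30% activation at any dose in follow-up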;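 also: activators that raise dye reduction in frataxin-depleted yeast; strong numbers were not always called active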
HEK293 NOD2/NF-kB: inhibition of NOD2-driven NF-kB reporter – cell-based, luminescence, uHTS, HEK293 (AID 1566). HEK293 NOD2/NF-kB luciferase reporter, luminescence; higher % means a stronger effect. one-dose inhibition, % at 4 µM; EC50 in µM for titrated hits. 290,000 compounds, 0.63% hits; in the data active = inhibition above about 50%; also: many of its hits are not listed in these tables
P. falciparum M17LAP: P. falciparum M17LAP inhibitors, primary screen, biochemical, fluorogenic H-Leu-NHMec substrate, 1536-well (AID 1619) | recombinant M17LAP, H-Leu-NHMec fluorogenic kinetic assay; higher % means a stronger effect | inhibition, % at 30 µM; hits with a dose series show IC50 in µM | 220,000 compounds, 0.38% hits;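 active = compound inhibiting the enzyme by more than half at any dose during confirmatory dose-response retesting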;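 also: plate controls were full reaction with DMSO carrier for no effect and no enzyme background for full effect; strong numbers were not always called active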
MT stabilize HCS: microtubule stabilizers in HeLa cells. HeLa tubulin immunostaining HCS, 24 h; share of cells brighter than vehicle mean+2SD. % tubulin-high responders, % at 10 µM. 200,000 compounds, 0.83% hits;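 active = plate Z-score above 3 for both tubulin-high and condensed-nucleus cell shares, with cell loss under 80%, at 10 µM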;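 also: anti alpha tubulin signal scored within the nucleus-defined area of each cell; some results filed as inactive read as strong as hits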
b-catenin transl: beta-catenin nuclear translocation modulation; HeLa beta-catenin nuclear translocation, immunofluorescence imaging; nuclear translocation activity, % at 5 µM; 190,000 compounds, 0.3% hits; AID 1665;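 active = nuclear translocation activity above 50% at 5 µM, with a well cell count of 50 or more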;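 also: per-cell ratio of nuclear to cytoplasmic median beta-catenin stain intensity; plate controls were DMSO negative control for no effect and GSK-3 inhibitor IX positive control for full effect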
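Technique: fluorescence imaging of beta-catenin antibody stain plus DAPI / Material: human HeLa cell line / Incubation: compound treatment 24 h, 37°C, 5% CO2 / Read-out basis: % activation of per-cell nuclear versus cytoplasmic median beta-catenin signal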
Insulin prom up: MIN6 insulin promoter up-regulation; MIN6 insulin promoter-GFP reporter, high-content imaging; stronger effect = higher value; z-score at 5 µM; 190,000 compounds, 0.3% hits; AID 1625;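 active = z-score above 3 at 5 µM with at least 500 cells counted in the well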
NOD1 NF-kB reporter: inhibition of NOD1-driven NF-kB reporter – cell-based, luminescence, uHTS, primary screen (AID 1578); inhibition, % at 4 µM, or EC50 in µM where a hit was titrated; NOD1-driven NF-kB luciferase reporter cells, luminescence; higher % means a stronger effect; 290,000 compounds, 1% hits; in the data active = inhibition mostly above about 36%, no sharp cut-off; inactive = mostly below about 34%;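 also: HEK-293T reporter cells stimulated with the NOD1 agonist gamma-tri-DAP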
Dynein cargo inh: dynein cargo transport inhibition | 3617.4 mouse cells, GR-EGFP nuclear translocation imaging; test concentration mostly 20 µM; stimulated with dexamethasone, 1 µM; stronger effect = lower value | z-score, hits read low | 220,000 compounds, 0.47% hits | AID 1381;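 active = plate z-score of nuclear minus cytoplasmic receptor signal below a set negative limit, without overly bright fluorescence or cell loss, cut at about -3.5 in these data, passing the limit was not always enough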;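 also: z-score of nuclear minus cytoplasmic ring GR-EGFP intensity difference per well; some compounds called inactive have numbers as strong as hits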
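Buffer or medium: tetracycline-free induction medium containing charcoal-stripped FBS / Reagent: dexamethasone agonist, 1.0 µM final, for 30 min / Technique: automated 10x imaging of fixed Hoechst-stained cells / Times: induction 48 h, compound 1 h, agonist 30 min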
Dynein cargo inh cytoplasmic EGFP: second read-out of Dynein cargo inh, no call of its own (marks repeat the call); z-score; measured here: cytoplasmic GR-EGFP intensity; stronger effect = higher value
Dynein cargo inh nuclear GR-EGFP: further read-out of Dynein cargo inh, marked with its call; z-score; measured here: nuclear GR-EGFP intensity;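 lower value marks the stronger effect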
Dynein cargo inh cell count: recorded beside Dynein cargo inh, whose call it bears; z-score; measured here: cell count per field
Insulin prom up cell count: second read-out of Insulin prom up, no call of its own (marks repeat the call); cell count; measured here: cytotoxicity, nuclei count;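 total cells summed across four imaged fields per well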
b-catenin transl cell count 5 µM: second read-out of b-catenin transl, no call of its own (marks repeat the call); cell count; measured here: cell count, cytotoxicity flag
MT stabilize HCS Hoechst-high %: further read-out of MT stabilize HCS, marked with its call; % Hoechst-high responders; measured here: nuclear condensation Hoechst responders;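 share of cells brighter than vehicle mean plus two SD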
MT stabilize HCS cytotoxicity %: second read-out of MT stabilize HCS, no call of its own (marks repeat the call); toxicity, %; measured here: cytotoxicity by cell density;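 0% = mean cell density of plate MIN control wells and 100% = no cells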
Autophagy mod cell loss 18 h: further read-out of Autophagy mod, marked with its call; toxicity, %; measured here: cell loss, nuclei count;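 cell loss after 18 h compound exposure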
Active calls of the source: *; i = inactive; / = no result given.

SMILES	Autophagy mod	Autophagy mod cell loss 18 h	Yfh1-depleted yeast	HEK293 NOD2/NF-kB	P. falciparum M17LAP	MT stabilize HCS	MT stabilize HCS Hoechst-high %	MT stabilize HCS cytotoxicity %	b-catenin transl	b-catenin transl cell count 5 µM	Insulin prom up	Insulin prom up cell count	NOD1 NF-kB reporter	Dynein cargo inh	Dynein cargo inh cytoplasmic EGFP	Dynein cargo inh nuclear GR-EGFP	Dynein cargo inh cell count
COc1cc(O)c(CCC(=O)c2cc(OC)c(OC)c(OC)c2)c(OC)c1	i	-4	i	7%	1%	2.0	3.3	11	-2.6	582	-0.35	1222	-20%	2.6	-0.15	2	-1.8
O=C(O)c1ccc(S(=O)(=O)c2ccc3c(c2)C(=O)N(NC(=O)c2ccncc2)C3=O)cc1	/	/	i	9%	-2%	/	/	/	-0.7	1322	-0.22	1008	-5%	0.38	-0.21	0.29	-0.37
NC(=O)[C@@H]1CCCN1Cc1nc(-c2ccc(C(F)(F)F)cc2)no1	i	-9	i	6%	8%	2.3	2.6	11	-0.3	1563	-0.28	1120	-43%	0.99	-0.18	0.34	-0.58
CC1=C(C)CC(C(=O)Nc2nc(-c3ccc(F)cc3)c(C)s2)C(C(=O)O)C1 (stereo not given)	i	12	i	4%	49%	1.9	2.1	11	-1.3	559	0.12	1257	1%	3.4	-0.17	1.3	-1.7
CCCCNC1=C(Br)C(=O)CC(C)(C)C1	i	5	i	10%	11%	2.9	1.6	3.3	/	/	-0.45	1304	-14%	0.58	-0.23	0.69	0.23
CC(NC(=O)c1nn(C)c(=O)c2ccccc12)c1ccc(F)cc1 (stereo not given)	i	3	i	0%	7%	3.2	1.9	9.2	-7.4	1224	0.45	947	-6%	-0.45	-0.37	-0.18	0.21
O=C(c1cccc2ccccc12)N1CCN(c2ccc([N+](=O)[O-])c(N3CCOCC3)c2)CC1	i	6	i	16%	-4%	4.0	1.8	6.3	-1.8	1390	0.13	1511	-24%	0.24	-0.058	0.15	-0.18
O=C(COc1ccccc1)N1CCN(c2ncnc3c2cnn3-c2ccccc2)CC1	i	-1	i	-5%	7%	4.8	0.9	2.1	/	/	0.59	1213	-8%	-0.11	-0.28	0.23	-0.08
CC(O)C(=O)N/N=C/c1cccc2ccccc12 (stereo not given)	i	24	i	0%	18%	9.3	1.2	14	1.0	372	-0.4	1254	-8%	0.91	-0.03	1.4	-0.81
O=c1[nH]c(Cc2cccs2)nc2ccccc12	i	-5	i	10%	1%	6.9	2.2	10.0	0.4	1395	0.78	1361	-5%	-0.43	-0.33	0.088	0.13
CCOC(=O)N1CCC(NC(=O)c2cc(C(=O)NC3CCN(Cc4ccccc4)CC3)ccc2CO)CC1	i	22	i	-4%	-1%	1.7	1.9	5.5	-2.1	630	/	/	-37%	-0.25	-0.27	0.00022	0.63
COc1cc(/C=C/C(=O)Nc2nnc(CC(C)(C)C)s2)cc(OC)c1OC	i	0	i	-4%	-11%	1.9	2.0	17	-0.3	950	/	/	-35%	0.71	-0.29	0.038	-0.89
O=C(O)C1C2C=CC(O2)C1C(=O)Nc1ccc(S(=O)(=O)Nc2ccccc2)cc1 (stereo not given)	i	0	/	15%	-1%	3.1	1.7	4.9	0.8	1091	0.28	1617	-13%	-0.045	-0.27	-0.16	0.88
Cc1cccc(NC(=O)CN2C(=O)COc3ccc(Cl)cc32)c1C	i	-9	i	-18%	0%	2.6	4.9	11	/	/	-0.02	907	-13%	0.2	-0.19	0.31	0.066
CC(C(=O)Nc1ccccc1-c1ccccc1)N1CCCCC1 (stereo not given)	i	5	i	17%	2%	2.7	2.5	8.8	/	/	/	/	11%	-1.6	-0.2	-0.95	0.91
CN(C)S(=O)(=O)c1cccc(C(=O)NCc2ccco2)c1	i	-1	i	-4%	9%	4.4	3.0	7.2	-1.1	1076	-0.04	1275	-10%	0.3	-0.23	-0.064	0.85
CC(=O)Oc1ccc2c(=O)c(N3C(=O)c4ccccc4C3=O)c(C)oc2c1	i	14	i	21%	15%	2.7	2.1	2.7	-2.1	909	1.2	1234	-4%	-0.91	-0.32	-0.59	1.1
CCNCc1nc2cc(Cl)ccc2c(=O)[nH]1	i	-6	i	0%	-18%	2.2	2.7	4.4	0.1	1048	0.16	1312	-19%	0.64	-0.25	0.26	0.84
CC(C)CC(=O)NC(=S)Nc1ccc(S(=O)(=O)N2CCCC2)cc1	i	-20	i	3%	3%	2.5	1.3	7.4	-3.8	1151	0.26	1508	-28%	-0.41	-0.25	-0.19	0.21
CCOCCCNC(=S)NCCCNc1nc2ccc(C)cc2cc1C#N	i	-3	i	12%	-65%	2.8	2.4	5.1	0.2	1063	/	/	-22%	2.1	-0.18	1.3	-1.3
CS(=O)(=O)c1ccc2nc(NC(=O)CS(=O)(=O)Cc3ccccc3)sc2c1	i	-4	i	-3%	15%	3.2	1.7	7.9	2.5	882	0.05	1503	-7%	0.13	-0.32	0.071	-0.18
COc1ccc(Cl)cc1C(=O)NNC(=O)C1COc2ccccc2O1 (stereo not given)	i	15	i	11%	1%	2.1	2.1	7.3	-0.3	1072	-0.36	1277	-21%	0.24	-0.29	-0.043	0.57
COc1ccccc1NC(=O)C(O)C(O)C(=O)Nc1ccccc1OC (stereo not given)	i	-2	i	-3%	1%	2.1	2.1	8.5	/	/	0.03	1253	-21%	0.15	-0.16	0.44	0.084
O=C1CC(N2CCN(C/C=C/c3ccccc3)CC2)C(=O)N1Cc1ccc(N2CCCC2=O)cc1 (stereo not given)	i	9	i	7%	-9%	3.9	2.8	5.5	-6.4	968	-2.2	799	14%	0.13	-0.29	-0.13	-0.14
Cc1nn(C)c(Oc2cccc(Cl)c2)c1C#N	i	16	i	-2%	-5%	6.0	1.7	7.0	-1.0	1086	-0.3	1323	-40%	0.19	-0.33	0.39	0.48
Cn1c(CN2CCCCC2)nc2cc(NS(=O)(=O)c3ccc(Cl)cc3)ccc21	i	-2	i	4%	12%	1.8	0.1	21	0.1	875	-0.61	1230	-10%	-0.23	-0.27	0.17	-0.045
Cc1cccc(C)c1OCc1nnc2c3cnn(C)c3ncn12	i	7	i	-10%	13%	1.1	0.5	18	/	/	1.1	1272	/	0.46	-0.27	0.36	0.85
CCC1(C)Cc2c(sc(NC(=O)CCC(=O)O)c2C#N)CO1 (stereo not given)	i	22	/	-2%	23%	4.1	3.6	8.8	-3.8	1034	0.1	1584	-6%	-0.87	-0.22	-1	1
Cc1onc(-c2ccccc2)c1C(=O)N/N=C(\N)COc1ccc(Cl)cc1	i	-4	i	14%	-4%	1.7	1.8	5.9	0.3	1070	0.26	1947	-17%	-0.32	-0.34	0.014	-0.041
COc1ccc(-c2[nH]ncc2CN2CCC(C(=O)N3CCOCC3)CC2)c(F)c1	i	-4	i	-6%	10%	1.0	1.4	6.9	-0.4	958	1.8	1508	-29%	-0.54	-0.32	-0.28	0.5
COc1ccc(-c2nc3n(c2C)Cc2ccccc2-3)cc1	/	/	i	-70%	-2%	/	/	/	0.7	1352	0.54	1124	-10%	0.11	-0.23	0.021	0.53
CCN(c1ccccc1)S(=O)(=O)c1ccc(NCC2COc3ccccc3O2)nc1 (stereo not given)	i	11	i	11%	-1%	3.2	2.1	15	0.8	1310	0.9	1567	14%	0.41	-0.35	0.11	-0.24
O=C1CN(C(=O)C2CC2)c2ccccc2N1	i	-1	i	-8%	-8%	1.8	1.7	6.2	1.2	1420	0.72	1378	/	-1.3	-0.24	-1.2	1.3
O=C(N1CCN(c2ccccc2)CC1)C(F)(F)C(F)F	i	-2	i	-53%	-4%	2.1	2.0	7.9	-3.7	1124	0.58	968	-41%	0.061	-0.24	0.063	1.1
CCOC(=O)c1c(NC(=O)CN(C)C2CCN(C)CC2)sc(C(=O)Nc2ccccc2)c1C	i	3	i	24%	1%	1.7	2.1	6.4	0.1	985	-0.09	1164	-38%	0.85	-0.24	-0.18	0.75
CCOc1ccc(N=CC2=C(O)CC(C)(C)CC2=O)cc1	i	-11	i	2%	9%	2.9	1.9	3.2	-5.8	1033	-0.85	1284	-8%	0.71	-0.21	0.47	0.45
O=C(NC1=NCCS1)C1CC(=O)N(c2ccc(F)cc2)C1 (stereo not given)	i	-6	i	16%	-3%	1.8	1.8	8.4	-2.1	1290	-0.49	1012	-15%	0.8	0.33	0.96	-1.3
CCCn1nnc(NC(=O)COc2ccc(Cl)cc2)n1	i	-2	i	3%	-19%	2.2	1.3	4.6	3.2	1150	2.1	987	-20%	1.5	-0.18	0.66	-0.57

Only part of the results is shown, so the mix of outcomes need not match the whole.
